NOD1 inhibition: inhibition of NOD1-driven NF-kB reporter – cell-based, luminescence, uHTS, primary screen (AID 1578); NOD1-driven NF-kB luciferase reporter cells, luminescence; higher % means a stronger effect; inhibition, % at 4 µM, or EC50 in µM where a hit was titrated; 290,000 compounds, 1% hits; in the data active means inhibition mostly above about 36%, no sharp cut-off; inactive means mostly below about 34%;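 further: HEK-293T reporter cells stimulated with the NOD1 agonist gamma-tri-DAP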
KOR beta-arrestin-1: KOR agonists, beta-arrestin recruitment, primary screen, cell-based, luminescence, uHTS (AID 1777). KOR beta-arrestin recruitment, luminescence; higher % means a stronger effect. activation, % at 10 µM, or EC50 in µM where a hit was titrated. 280,000 compounds, 0.02% hits; in the data active means activation above about 50%, passing the limit was not always enough; further: a part of the inactive calls stands beside numbers as strong as those of hits
Siah-1 displacement: Siah-1 peptide-binding antagonists, primary screen, biochemical, fluorescence polarization, rhodamine-plectin, uHTS (AID 1817). Siah-1 / rhodamine-plectin peptide fluorescence polarization; higher % means a stronger effect. displacement, % at 20 µM, or IC50 in µM where a hit was titrated. 290,000 compounds, 0.02% hits;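 active means displacement of at least 50% at 20 µM, with a fluorescence ratio check between 0.3 and a set limit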;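 further: plate controls were Siah plus tracer with DMSO for no effect and tracer alone without Siah for full effect; strong numbers were not always called active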
KOR beta-arrestin-2: KOR antagonists, beta-arrestin recruitment, cell-based, luminescence, uHTS (AID 1778); KOR beta-arrestin recruitment, luminescence, antagonist mode; higher % means a stronger effect; inhibition, % at 10 µM, or IC50 in µM where a hit was titrated; 290,000 compounds, 0.091% hits; in the data active means inhibition above about 50%; further: strong numbers were not always called active
GPR55 antagonists: GPR55 antagonists blocking LPI-driven arrestin recruitment, primary screen, imaging, U2OS, beta-arrestin-GFP, LPI agonist (AID 2013). U2OS GPR55 beta-arrestin-GFP translocation imaging, LPI antagonism; higher % means a stronger effect. inhibition, % at 10 µM, or IC50 in µM where a hit was titrated. 290,000 compounds, 0.13% hits;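 active means spots per cell inhibited over 60%, with over 100 cells counted and total cytoplasm intensity under 500,000; inconclusive means wells with under 100 cells, flagged as likely toxic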;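 further: U2OS cells stably carrying GPR55 and arrestin-GFP stimulated by 5 µM LPI near EC80; imaged beta-arrestin-GFP aggregate spots per cell after agonist stimulation; plate controls were LPI-stimulated DMSO wells for no effect and DMSO wells without LPI for full effect; some results filed as inactive read as strong as hits; confirmed hits need IC50 under 10 µM and bright autofluorescent wells are also inconclusive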
AID2073: inhibitors of Mint1-CaV2.2 protein interaction, biochemical, HTRF (AID 2073); inhibition, % at 20 µM, or IC50 in µM where a hit was titrated; 290,000 compounds, 0.19% hits; HTRF protein-protein interaction, Mint1-CaV2.2; higher % means a stronger effect; in the data active means inhibition mostly above about 51%, no sharp cut-off; inconclusive means no clear call, values can overlap the other calls; inactive means mostly below about 53%; further: some results filed as inactive read as strong as hits
HIV peptide binding: cell-free HIV fusion peptide-binding blockers – biochemical, uHTS, fluorescence dequenching, primary screen (AID 1986) | 290,000 compounds, 0.3% hits | cell-free peptide binding, fluorescence dequenching, 30 min; higher % means a stronger effect | inhibition, % at 20 µM; hits with a dose series show IC50 in µM; in the data active means inhibition mostly above about 52%, no sharp cut-off; inactive means mostly below about 76%; further: some results filed as inactive read as strong as hits
GPR35 arrestin U2OS: inhibition of zaprinast-stimulated GPR35 beta-arrestin translocation – imaging, U2OS, beta-arrestin-GFP, zaprinast agonist, primary screen (AID 2058); U2OS GPR35 beta-arrestin-GFP translocation imaging, zaprinast antagonism; higher % means a stronger effect; inhibition, % at 10 µM, or IC50 in µM where a hit was titrated; 290,000 compounds, 0.052% hits;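 active means inhibition of at least 50% with at least 30 cells and total cytoplasm GFP at most 10,000,000; inconclusive means under 30 cells or total GFP of 10,000,000 plus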
GPR55 beta-arrestin: GPR55 agonists via beta-arrestin recruitment, primary screen, imaging, U2OS cells, beta-arrestin-GFP redistribution (AID 1961); U2OS GPR55 beta-arrestin-GFP redistribution imaging; higher % means a stronger effect; activation, % at 10 µM; hits with a dose series show EC50 in µM; 290,000 compounds, 0.048% hits;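 active means activation above 40% with more than 50 cells counted in the well; inconclusive means wells holding fewer than 50 cells, flagged as toxic or sparse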;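 further: U2OS osteosarcoma cells stably expressing GPR55 and beta-arrestin-GFP; plate controls were DMSO negative control for no effect and LPI positive control for full effect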
* hit, by the source's call; ? = inconclusive; . = not tested or not shown; [ ] = dose if it differs, or a comment.

SMILES	NOD1 inhibition	KOR beta-arrestin-1	Siah-1 displacement	KOR beta-arrestin-2	GPR55 antagonists	AID2073	HIV peptide binding	GPR35 arrestin U2OS	GPR55 beta-arrestin
CCCN(CCC)Cc1c(C(=O)N/N=C/CCc2ccccc2)nnn1-c1nonc1N	-31%	-5.1%	1%	-25%	7%	2%	-1.9%	17%	0.3%
O=C(COc1ncnc2c1cnn2-c1ccccc1)Nc1ccc(S(=O)(=O)N2CCCCC2)cc1	-33%	-2.9%	1%	10%	22%	?	2.8%	5%	-0.3%
CCOc1ccccc1C(=O)NCc1ccco1	8%	7.7%	4%	9%	-10%	-5%	0.9%	12%	0.2%
Cn1cnnc1Sc1cc(N2CCN(S(=O)(=O)c3ccc(Cl)c(Cl)c3)CC2)ccc1[N+](=O)[O-]	-26%	-3.7%	9%	46%	18%	49%	-2.4%	-9%	0.1%
N#CCC(=O)N/N=C/c1c2ccccc2cc2ccccc12	-34%	-6.2%	-1%	16%	1%	8%	1.0%	3%	-0.1%
Cc1ccc(CNc2nc3ccccc3n2C)cc1	-20%	-4.5%	1%	-17%[20 µM]	2%	-3%	-1.8%	-7%	-0.1%
Cc1ccc2[nH]c(=O)c3cc(C(=O)NCC4CCCO4)sc3c2c1 (configuration not stated)	-8%	4.3%	15%	-8%	3%	16%	-0.7%	9%	-1.2%
CN(C)S(=O)(=O)c1cccc(NC(=O)COC(=O)c2cc3ccccc3oc2=O)c1	-15%	-2.2%	-8%	.	13%	-3%	-2.2%	16%	-0.1%
O=C(COC(=O)c1c2ccccc2cc2ccccc12)NCC(F)(F)F	-25%	1.7%	2%	-25%	10%	27%	1.2%	-3%	-0.2%
O=c1[nH]c(SCc2nc3ccccc3c(=O)n2-c2ccccc2)nc2ccccc12	-17%	3.0%	9%	-4%	-13%	13%	2.2%	12%	-0.2%
O=C(NCc1ccco1)C1CCCN(S(=O)(=O)Cc2ccccc2)C1 (configuration not stated)	-1%	1.9%	1%	-29%	-15%	-2%	-0.5%	-3%	-0.1%
Nc1n[nH]c(-c2ccc(F)cc2)n1	-5%	0.0%	2%	-8%	12%	-14%	3.0%	-4%	0.1%
COc1ccc(-c2noc(N3CCC(C(=O)NCc4ccccc4Cl)CC3)n2)cc1	50%	-1.1%	-11%	-19%[20 µM]	6%	12%	-1.3%	4%	-0.1%
CC(=O)Nc1ccc(C(=O)Nc2ccc(S(=O)(=O)N3CCOCC3)cc2)cc1	-10%	4.6%	-1%	-22%	8%	-1%	0.6%	-4%	-0.2%
Cc1occc1C(=O)Nc1cccc(C(F)(F)F)c1	-30%	-2.2%	-2%	1%	3%	1%	1.8%	-17%	-0.1%
O=C(NCC1COc2ccccc2O1)c1ccc(Cl)cc1 (configuration not stated)	-72%	6.7%	8%	26%	17%	-1%	-1.6%	7%	-0.2%
Cc1ccc(C(=O)NCC(=O)N2CCC(Cc3ccccc3)CC2)cc1	7%	0.8%	-2%	9%	4%	32%	0.2%	9%	0.3%
COc1ccc(CCNC(=O)c2cccn2C)cc1	-32%	7.6%	-4%	10%	-12%	8%	-0.5%	-1%	0.4%
O=C(NCCNC(=O)c1ccc(Br)o1)c1cccnc1	-40%	-4.5%	11%	-14%	0%	6%	0.6%	-10%	0.2%
COc1ccc(CC(=O)Nc2ccc(-c3noc(-c4ccccc4OC)n3)cc2)cc1	-105%	1.3%	3%	-11%	8%	8%	0.2%	16%	-0.1%
Cc1ccc(NC(=S)Nc2cccc3cnccc23)cc1	-1%	-1.7%	68%	-20%	-1%	22%	0.5%	-12%	-0.6%
Cc1c(C)n(CCC(=O)O)c2ccccc12	-10%	-1.1%	4%	2%	-7%	7%	6.3%	9%	0.2%
CCCCc1nnc(NC(=O)COc2ccc3c(C)cc(=O)oc3c2)s1	0%	.	-5%	13%	8%	-19%	-1.2%	8%	0.2%
Cc1ccc(-c2ccc(/C=N/NC(N)=S)o2)cc1	-5%	-0.9%	4%	11%	13%	-25%	-0.8%	-8%	-0.1%
Cc1ccc(-n2c(Cc3cccn3C)nnc2SCC(=O)Nc2ccc3c(c2)OCO3)cc1	-14%	-0.4%	4%	-4%	29%	-12%	-1.5%	-10%	0.2%
c1ccc(-c2ccc3c(c2)NCCN3)cc1	4%	2.3%	8%	39%	9%	8%	0.0%	4%	0.0%
O=C(NC1CCCC1)C(c1ccccc1)N(C(=O)c1csnn1)C1CCCC1 (configuration not stated)	-16%	2.6%	-1%	6%	-1%	4%	0.4%	2%	0.5%
CCOC(=O)N1CCN(C(=O)CSCc2ccccc2C)CC1	20%	1.1%	-1%	3%	4%	-5%	-3.8%	14%	-2.3%
COc1cccc(CN2CCN(Cc3ccon3)CC2CCO)c1 (configuration not stated)	-8%	-6.9%	-4%	15%	0%	2%	-1.0%	3%	-0.3%
Cc1ccc(Nc2nc(N)nc(CSc3ncccn3)n2)cc1	-78%	3.9%	1%	-24%	0%	7%	-0.3%	-3%	-0.1%

Pulled one by one from above:
SMILES	NOD1 inhibition	KOR beta-arrestin-1	Siah-1 displacement	KOR beta-arrestin-2	GPR55 antagonists	AID2073	HIV peptide binding	GPR35 arrestin U2OS	GPR55 beta-arrestin
COc1cccc(CN2CCN(Cc3ccon3)CC2CCO)c1 (configuration not stated)	-8%	-6.9%	-4%	15%	0%	2%	-1.0%	3%	-0.3%
O=C(NCC1COc2ccccc2O1)c1ccc(Cl)cc1 (configuration not stated)	-72%	6.7%	8%	26%	17%	-1%	-1.6%	7%	-0.2%

(more compounds)
SMILES	NOD1 inhibition	KOR beta-arrestin-1	Siah-1 displacement	KOR beta-arrestin-2	GPR55 antagonists	AID2073	HIV peptide binding	GPR35 arrestin U2OS	GPR55 beta-arrestin
COCCNC(=O)CCc1nnc2ccc(N3CCC(C)CC3)nn12	0%	-0.5%	9%	17%	6%	23%	1.6%	11%	0.0%
CC1CN=C(N(C(=O)Nc2ccccc2)c2ccc(S(=O)(=O)N3CCOCC3)cc2)S1 (configuration not stated)	-21%	0.2%	-2%	-32%	13%	-8%	-2.1%	-9%	0.3%
Cn1cc(-c2nc3ccccc3[nH]2)c2ccccc21	-34%	-1.2%	-3%	16%	-11%	-11%	-0.9%	-5%	0.0%
O=C(CSc1nnc(C2CC2)n1CC1CCCO1)Nc1ccccc1Cl (configuration not stated)	-9%	-0.9%	1%	-22%	-3%	12%	0.7%	25%	-0.2%
CC(C)(C)C1CCc2[nH]c3ccccc3c(=O)c2C1 (configuration not stated)	-54%	-0.2%	-4%	12%	-2%	6%	-0.9%	-12%	-0.2%
O=C(Nc1cccc(CCc2ccccn2)c1)c1cc(F)c(F)cc1Cl	-11%	4.8%	0%	6%	8%	-16%	-1.4%	13%	-0.4%
Cc1ccc(C)c(NC(=O)CN(C)C(=O)c2cc3ccccc3o2)c1	-24%	1.0%	3%	-27%	-13%	0%	-2.1%	-5%	0.0%
Cc1cc(C)cc(NC(=O)CSCc2cnn(-c3ccccc3)c2-n2cccc2)c1	26%	9.9%	1%	-45%	42%	2%	1.2%	-22%	-0.1%
COc1ccc(S(=O)(=O)NCC(=O)Nc2ccc3c(c2)OCCO3)cc1OC	-12%	-2.5%	-6%	-19%	-2%	4%	-1.8%	29%	-0.1%
COC(=O)Cn1cnc2sc3c(c2c1=O)CCCC3	-30%	-0.9%	0%	8%	-16%	3%	-1.2%	-10%	0.7%
CC(C)Cc1cc(C(=O)N2CCCC(CO)(Cc3ccc(F)cc3F)C2)n[nH]1 (configuration not stated)	-21%	-2.8%	4%	-12%	9%	-1%	0.7%	-11%	0.2%
O=[N+]([O-])c1c(C(Cl)Cl)nn(-c2ccc(Cl)cc2)c1N1CCCCC1	-12%	3.4%	2%	41%	44%	8%	-0.6%	-20%	-0.3%
Cc1ccccc1NC(=S)NCCO	10%	-3.0%	-5%	-54%[20 µM]	-6%	-6%	-1.4%	6%	0.2%
O=C(c1ccc(Cl)cc1)N(Cc1cccs1)C1CCS(=O)(=O)C1 (configuration not stated)	-5%	-5.2%	-2%	-25%	-4%	28%	1.5%	0%	0.3%
COC(=O)C(O)(CC(=O)Nc1ccccc1OC)C(F)(F)F (configuration not stated)	-12%	-6.4%	3%	-16%	-6%	10%	1.8%	3%	-0.4%
C=CCn1c(SCc2ccccc2F)nc2cc(C(=O)O)ccc2c1=O	22%	4.1%	3%	-62%	-3%	6%	8.0%	-4%	0.2%
c1csc(-c2cn3c(n2)SCC3)c1	4%	3.9%	3%	-8%	-3%	1%	-1.2%	-1%	-0.1%
O=C(CCS(=O)(=O)c1ccc(Br)cc1)NC1CCCCCC1	6%	-2.6%	23%	-4%	7%	22%	-1.6%	12%	-0.1%
COc1cccc(CC(=O)NCCCSc2ccccc2)c1	-22%	6.5%	13%	-7%	2%	-2%	0.0%	-6%	-0.1%
Cc1ccc(S(=O)(=O)Oc2ccccc2/C=C2/SC(=O)NC2=O)cc1	-4%	4.4%	11%	2%	11%	-4%	14%	-1%	0.3%
O=C(Nc1nnc(-c2ccccc2F)s1)c1ccccc1F	-11%	-1.6%	12%	-39%	3%	24%	0.6%	-7%	0.0%
COc1ccc(C(C)=O)cc1CSc1nc2nc(C)cc(C)n2n1	4%	-0.5%	-2%	10%	1%	-1%	-1.0%	0%	0.0%
O=[N+]([O-])c1ccccc1/C=C/CN1CCCC(CO)C1 (configuration not stated)	-26%	-2.3%	0%	-61%[20 µM]	1%	0%	0.1%	4%	0.0%
COc1ccc(/C=C/C(=O)NC(=S)NN2CCCCC2c2cccnc2)cc1OC (configuration not stated)	-20%	-5.9%	15%	0%	12%	-11%	0.5%	2%	0.1%
Cc1ccc(C)c(S(=O)(=O)N2CCN(C(=O)CSc3ccccc3F)CC2)c1	-16%	10%	-3%	-11%	15%	10%	0.0%	8%	-0.1%
Cc1cccc(NC(=S)NCc2ccc3[nH]c4c(c3c2)CCCC4)c1	-31%	-2.4%	-2%	-26%	9%	-6%	0.9%	4%	-0.2%
CCCCOc1ccc(Cl)cc1CSc1nncn1N	-22%	-1.4%	5%	7%	-5%	-9%	0.4%	-8%	0.2%
CN(C)C(=O)CN(C)S(=O)(=O)c1ccc(Cl)cc1	-8%	7.1%	0%	-22%	35%	-6%	-1.2%	-10%	0.2%
COc1cccc2c(=O)c3ccoc3n(C)c12	-4%	-3.4%	1%	15%	10%	20%	0.6%	-6%	0.1%
Cn1c(=O)oc2cc(S(=O)(=O)N3CCC4(CC3)OCCO4)ccc21	-18%	1.1%	2%	30%	-5%	17%	3.4%	10%	-0.2%
S=C1NC(c2ccccc2)=NCN1c1ccccc1	-24%	-8.3%	0%	-10%	9%	0%	4.8%	1%	-0.1%
CCOC(=O)C1=NOC(CNC(=O)C2=NOC(CNC(=O)c3c(-c4ccccc4Cl)noc3C)C2)C1 (configuration not stated)	27%	2.5%	4%	-3%	13%	31%	2.9%	7%	0.3%

Some of the compounds tested (hit frequency here may not be typical).
